Rac1 mut GTP = GTP binding modulators of activated mutant Rac1, primary screen, biochemical, bead-based flow cytometry, multiplex, fluorescent GTP. GST-Rac1 activated beads; actives lie on both sides; 100% means binding = to untreated wells. percent activity (GTP binding), % at 10 µM. AID 764, 2007. 190,000 tested, 0.11% active. Ras-related C3 botulinum toxin substrate 1 (Homo sapiens), P63000;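 active = GTP binding at least 20 percentage points away from the 100% baseline, in either direction, so actives lie on both sides; inconclusive = Compound likely fluorescent itself, or too few beads counted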
Rac1 wt modul = wildtype Rac1 GTP binding modulators, primary screen, biochemical, GST-Rac1 beads, flow cytometry, multiplex; fluorescent GTP binding; actives lie on both sides; 0 = cold GTP competed, 100 = untreated; GTP binding activity (% of control), % at 10 µM; Ras-related C3 botulinum toxin substrate 1 (Homo sapiens), P63000; 190,000 tested, 0.27% active; AID 757, 2007;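 active = GTP binding activity at least 20 points away from the 100% control level, either lower or higher; inconclusive = compound flagged as likely green fluorescent, judged across all proteins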
Cdc42 wt = modulators of GTP binding to wildtype Cdc42, primary screen, biochemical, multiplex bead flow cytometry, Bodipy-GTP; Cell division control protein 42 homolog (Homo sapiens), P60953; GST-Cdc42 beads; actives lie on both sides; percent activity (GTP binding), % at 10 µM; 190,000 tested, 0.2% active;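 active = percent activity GTP binding at least 20 points away from the 100% baseline, either down as inhibitor or up as activator; inconclusive = compound flagged as likely green fluorescent from well-wide comparison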;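 note: median bead fluorescence of bound Bodipy-FL-GTP at 100 nM; 0% = excess unlabeled GTP control and 100% = no compound control; below 100% means less GTP binding so inhibitor and above means activator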
Target sequence (P60953 whole entry, looked up): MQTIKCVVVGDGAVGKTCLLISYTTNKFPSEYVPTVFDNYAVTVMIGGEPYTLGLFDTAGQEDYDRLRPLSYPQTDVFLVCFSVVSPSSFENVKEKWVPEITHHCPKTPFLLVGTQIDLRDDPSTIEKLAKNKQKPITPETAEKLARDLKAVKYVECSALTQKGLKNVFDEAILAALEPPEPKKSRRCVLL
GSH fluor = compound fluorescence on glutathione beads, profiling panel, artefact control, biophysical, 488/530 nm, flow cytometry; AID 1776, 2009; GSH beads flow cytometry, compound fluorescence 488/530 nm; hits give high values; 190,000 tested, 0.25% active; fluorescence (KMESF) at 10 µM; in the data active = fluorescence above about 89;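 note: glutathione beads carrying GST-tagged Bcl family fusion proteins plus one bare bead set; values are compound well signal with DMSO vehicle wells as background; inactives centre near 16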
Rab2 wt GTP = modulators of GTP binding to Rab2A wildtype, primary screen, biochemical, dog, bead-based flow cytometry, multiplex; Ras-related protein Rab-2A (Canis lupus familiaris), P61105; GST-Rab2 wt beads, Bodipy-GTP binding; GTP binding activity, % at 10 µM; 190,000 tested, 0.19% active; AID 760, 2007;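 active = GTP binding activity at least 20 points away from 100%, either lowered or raised; inconclusive = signal likely due to the compound's own green fluorescence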;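 note: 0% = beads with excess unlabeled GTP and 100% = no-compound control corrected for plate trend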
Mcl1-Noxa inh = Mcl-1/Noxa binding inhibitors, primary screen, biochemical, TR-FRET, 1536-well. inhibition, % at 21.7 µM. TR-FRET Mcl-1/Noxa peptide binding, 2 h. 220,000 tested, 1.5% active. Induced myeloid leukemia cell differentiation protein Mcl-1 (Homo sapiens), Q07820;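 active = compounds that cut the protein-peptide binding signal by more than 50% relative to plate controls in a single-dose test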;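 note: His-tagged Mcl-1 with rhodamine Noxa BH3 peptide and terbium anti-His antibody; 0% = Mcl-1 plus Noxa peptide wells and 100% = peptide-only wells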
Target sequence (Q07820 whole entry, looked up): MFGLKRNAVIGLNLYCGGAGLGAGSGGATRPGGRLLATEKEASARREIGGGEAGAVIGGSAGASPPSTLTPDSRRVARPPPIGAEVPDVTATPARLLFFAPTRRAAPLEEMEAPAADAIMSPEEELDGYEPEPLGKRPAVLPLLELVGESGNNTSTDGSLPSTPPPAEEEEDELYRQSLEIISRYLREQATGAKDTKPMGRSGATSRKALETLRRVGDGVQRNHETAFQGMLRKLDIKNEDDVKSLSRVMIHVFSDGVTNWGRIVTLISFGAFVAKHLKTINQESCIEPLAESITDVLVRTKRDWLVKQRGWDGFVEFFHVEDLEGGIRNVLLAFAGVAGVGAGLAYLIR
Avidin fluor = green autofluorescence of compounds with avidin beads – biophysical, 488/530 nm, flow cytometry, artefact control, profiling panel. compound fluorescence 488/530 nm; hits give high values. fluorescence (KMESF) at 10 µM. 220,000 tested, 0.38% active. AID 1775, 2009; in the data active = fluorescence above about 47; note: inactives centre near 10
HRas wt GTP bind = modulators of GTP binding to HRas wildtype, primary screen, biochemical, bead-based flow cytometry, multiplex; GTPase HRas (Homo sapiens), P01112; GST-Ras wt beads, Bodipy-FL-GTP binding; actives lie on both sides; GTP binding activity, % at 10 µM; 190,000 tested, 0.14% active; AID 759, 2007;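 active = GTP binding activity at least 20% away from the 100% baseline, either lowered as inhibitor or raised as activator; inconclusive = flagged as likely green fluorescent, judged across all proteins in the well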;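 note: 0% = unlabeled GTP competition control and 100% = no-compound control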
Target sequence (P01112 whole entry, looked up): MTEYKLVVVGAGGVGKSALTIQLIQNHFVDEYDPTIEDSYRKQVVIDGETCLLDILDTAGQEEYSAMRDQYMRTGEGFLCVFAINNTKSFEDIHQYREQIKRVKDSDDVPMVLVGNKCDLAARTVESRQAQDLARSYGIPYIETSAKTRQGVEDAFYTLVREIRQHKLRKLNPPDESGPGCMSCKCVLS
Mcl1-Bid inh = Mcl-1/Bid binding inhibitors, primary screen, biochemical, TR-FRET, 1536-well. TR-FRET Mcl-1/Bid-Dy647 peptide binding. Induced myeloid leukemia cell differentiation protein Mcl-1 (Homo sapiens), Q07820. 220,000 tested, 0.97% active. inhibition, % at 21.7 µM;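 active = compounds that cut the binding signal by more than half at the single screening dose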;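 note: His-tagged Mcl-1 with europium anti-His antibody binding Bid BH3 peptide; 0% = Mcl-1 plus peptide wells and 100% = peptide-only wells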
Rab7 wt modul = modulators of GTP binding to Rab7, primary screen, biochemical, wildtype, multiplex bead flow cytometry; Rab7 GTPase wild type (dog), Bodipy-FL-GTP binding; GST-Rab7 beads, fluorescent GTP binding; actives lie on both sides; untreated = 100%, excess cold GTP = 0%; GTP binding activity (percent of control), % at 10 µM; 190,000 tested, 0.055% active;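 active = fluorescent GTP binding to Rab7 beads changed by at least 20 points from the 100% baseline, either direction, mostly lower; inconclusive = compound itself probably fluorescent, or too few beads counted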;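 note: median green fluorescence of bound Bodipy-FL-GTP per Rab7 bead population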
Pf gamet viab = late stage P. falciparum gametocyte viability inhibitors, primary screen, ATP luminescence, HTS; inhibition, % at 10.9 µM; 150,000 tested, 0.065% active; P. falciparum stage V gametocytes, 24 h; AID 743093, 2013;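 active = inhibition above the mean plus 3 SD of compounds within the control limits, set per campaign, cut at about 38% in these data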;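 note: 0% = DMSO wells and 100% = medium only without gametocytes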
Active calls of the source: *; ? = inconclusive; . = not tested or not shown.

No.	Molecule	Mcl1-Bid inh	Avidin fluor	Rac1 mut GTP	Mcl1-Noxa inh	Rac1 wt modul	Rab2 wt GTP	Cdc42 wt	Pf gamet viab	GSH fluor	HRas wt GTP bind	Rab7 wt modul
1	CC1=NCCN1S(=O)(=O)c1cc([N+](=O)[O-])ccc1Cl	-15	18	92	-4	94	93	94	-9	9	92	91
2	COC(=O)C(C(C)C)N1CCc2c(C)nc3c(C#N)cnn3c21 (stereo not given)	-37	10	94	-8	92	98	94	-18	17	95	100
3	CCOC(=O)Cc1nnc(NC(=O)Nc2ccccc2)s1	-7	29	100	5	104	101	105	-12	23	101	101
4	COC(=O)C(O)(CC(=O)Nc1ccc(OC)cc1)C(F)(F)F (stereo not given)	-6	2	99	10	104	102	100	.	17	99	97
5	Cc1ccc(-c2ccc3nnc(SCC(N)=O)n3n2)cc1	-14	12	92	15	96	94	97	10	15	95	95
6	Cc1cc(C)c(C2=NOC3C4CCC(C4)C23)c(C)c1 (stereo not given)	-2	10	97	1	101	97	101	-117	20	98	97
7	CCOC(=O)C1C2C=CC3(CN(C4CCCC4)C(=O)C13)O2 (stereo not given)	-15	16	102	4	98	100	100	-2	8	100	101
8	CC1(C)CC[C@]2(C(=O)O)CC[C@]3(C)C(=CCC4[C@@]5(C)CC[C@H](O)C(C)(C)C5CC[C@]43C)C2C1 (stereo not given in full)	-1	11	95	-2	103	99	98	.	18	101	97
9	Cc1nn2c(-c3ccc(Cl)cc3)nnc2s1	0	23	97	-10	104	99	93	.	17	99	101
10	Nc1nc(SCC(=O)Nc2ccc(Br)cc2F)n[nH]1	10	17	99	8	102	96	96	22	29	96	94
11	O=c1[nH]n(Cc2ccccc2)c(=O)c2ccccc12	2	26	98	-6	101	99	98	.	52	97	96
12	O=C(NCc1ccc2c(c1)OCO2)c1cc(-n2cnnc2)ccc1Cl	-22	15	97	10	105	102	102	15	46	101	102

Further records
No.	Molecule	Mcl1-Bid inh	Avidin fluor	Rac1 mut GTP	Mcl1-Noxa inh	Rac1 wt modul	Rab2 wt GTP	Cdc42 wt	Pf gamet viab	GSH fluor	HRas wt GTP bind	Rab7 wt modul
13	COc1ccc(N(CC(=O)O)S(=O)(=O)c2ccc(C)cc2)cc1Cl	-21	12	?	4	?	?	?	-4	17	?	?
14	Cc1cc2ccccc2n1CCNC(=O)C1CCCCC1	-10	7	101	6	110	104	106	.	27	103	104
15	COc1ccc2cc(C(=O)Nc3ccc(O)cc3)sc(=O)c2c1OC	-78	6	102	28	106	97	102	14	7	100	98
16	COc1ccccc1CNC(=O)/C=C/c1ccc(S(=O)(=O)NCc2ccco2)cc1	-50	3	100	-5	105	95	99	.	12	99	99
17	S=C(NCc1cccc(Cl)c1)NC1CCCCC1	-6	1	97	11	103	92	97	-14	11	92	97
18	O=C(NCc1ccccn1)c1cccn1-c1ncc(C(F)(F)F)cc1Cl	-6	9	98	-1	97	99	98	-12	14	97	97
19	COc1cc(C(=O)OC2CSCC2NC(=O)c2ccccc2)cc(OC)c1OC (stereo not given)	-18	12	95	5	98	97	94	-16	12	98	105
20	Cc1ccc(NC(=O)c2cc(-c3ccccc3)nn2-c2ccccc2)cc1	-9	3	?	10	?	?	?	-23	4	?	?
21	Cc1ccc(/C=C/c2nnc(-c3cccs3)o2)cc1	-5	18	94	12	91	93	92	.	8	95	95
22	COc1ccc(/C=N\NC(=O)c2cc(OCC(F)(F)F)ccc2OCC(F)(F)F)cc1	23	5	100	12	106	105	107	13	54	104	105
23	C=CCN(CC=C)CCOc1ccc(C)cc1[N+](=O)[O-]	44	8	96	7	101	98	104	19	17	100	96
24	O=C(NC1CCCC1)c1ccc(CN2CCOCC2)cc1	3	37	97	-12	101	96	104	.	26	99	102

(listing goes on)
No.	Molecule	Mcl1-Bid inh	Avidin fluor	Rac1 mut GTP	Mcl1-Noxa inh	Rac1 wt modul	Rab2 wt GTP	Cdc42 wt	Pf gamet viab	GSH fluor	HRas wt GTP bind	Rab7 wt modul
25	CC(C)CC(=O)NC(Nc1ccccc1F)C(Cl)(Cl)Cl (stereo not given)	-26	15	99	-8	106	99	101	.	31	99	100
26	CC(C)(C)NS(=O)(=O)c1ccc(NC(=O)C2CCCCC2)cc1	-8	11	93	17	95	100	97	-17	14	97	95
27	CCOC(=O)c1ccc(NC(=O)COc2ccccc2CNC2CCCC2)cc1	-30	10	97	14	96	95	94	-23	14	96	105
28	Cc1nn(-c2nc3ccccc3s2)c(C)c1Oc1ccccc1O	-4	38	97	-9	106	97	97	.	26	98	97
29	O=C(CCCCCn1c(SCc2ccncc2)nc2ccccc2c1=O)NCc1ccco1	7	19	99	46	105	100	100	-18	25	101	99
30	O=C(CCCN1C(=O)c2ccccc2C1=O)Nc1sc2c(c1C(=O)NCc1ccco1)CCC2	-6	10	91	.	90	93	94	.	32	93	94
31	CCC(CC)=NNc1cccc([N+](=O)[O-])c1	-2	12	99	16	103	99	102	-11	17	100	97
32	CCC(C)(C)C(=O)Nc1cc([N+](=O)[O-])ccc1Cl	-1	4	100	2	108	102	105	14	9	102	101
33	COc1ccc(C(C)(C)C)cc1NC(=O)c1c(C)noc1C	-15	6	102	-5	106	104	108	18	26	104	104
34	Cc1ccccc1-n1c(SCC(=O)N/N=C/c2sccc2C)nc2ccccc2c1=O	-16	15	100	5	100	97	98	-4	21	99	98
35	CC(=O)c1ccccc1NC(=O)CSc1nnc2ccccn12	7	2	95	17	96	96	95	.	49	95	95
36	COc1ccccc1NC(C)=O	-19	4	95	12	98	100	100	-28	251*	101	98

Additional records:
No.	Molecule	Mcl1-Bid inh	Avidin fluor	Rac1 mut GTP	Mcl1-Noxa inh	Rac1 wt modul	Rab2 wt GTP	Cdc42 wt	Pf gamet viab	GSH fluor	HRas wt GTP bind	Rab7 wt modul
37	CC(=O)NC(=O)Nc1sc(=S)n(C)c1C	1	11	100	1	107	102	105	-10	19	102	103
38	Cc1ccc(C(C(=O)NCc2ccccc2)N(Cc2cccs2)C(=O)c2ccc3c(c2)OCCO3)cc1 (stereo not given)	-19	5	98	1	103	97	99	3	18	100	97
39	COc1ccc(/C=C/C(=O)c2cc(Br)ccc2O)cc1OC	-23	8	89	14	92	91	97	5	15	93	93
40	CCOC(=O)c1c(CN2CCN(c3ccccc3)CC2)oc2ccc(O)cc12	-17	7	102	13	110	104	105	.	26	101	97
41	Cc1nnc(NC(=O)c2oc3c(ccc4ccccc43)c2C)s1	16	35	98	11	99	101	101	.	14	101	102
42	Cc1nc2ccc(NC(=O)N3CCC(c4ccccc4)C3)cc2nc1C (stereo not given)	-6	45	95	2	102	94	97	.	22	97	94
43	COc1cccc(OC)c1C(=O)N1CCN(S(=O)(=O)c2ccccc2)CC1	-9	14	95	-12	97	98	98	.	24	97	100
44	Cc1cc(N2CC34C=CC(O3)C(C(=O)O)C4C2=O)no1 (stereo not given)	-2	34	101	15	104	102	103	.	14	103	98
45	CN(C)/C=C/C(=O)c1ccccc1F	-33	11	96	-16	100	98	101	-5	35	101	100
46	COc1ccc(CN2CCN(C(=O)CC(C)C)CC2)c(OC)c1OC	30	13	94	6	97	96	96	.	15	99	99
47	CCOC(=O)C1CCN(S(=O)(=O)c2ccc(OC)c(Cl)c2Cl)CC1	0	11	97	11	102	101	100	-31	27	98	100
48	CCCNC(=O)Cn1nc(C(F)(F)F)cc1C	-22	10	95	-4	100	98	98	.	9	96	99

Additional results follow:
No.	Molecule	Mcl1-Bid inh	Avidin fluor	Rac1 mut GTP	Mcl1-Noxa inh	Rac1 wt modul	Rab2 wt GTP	Cdc42 wt	Pf gamet viab	GSH fluor	HRas wt GTP bind	Rab7 wt modul
49	O=C(O)C(Sc1ccncn1)c1ccccc1 (stereo not given)	-12	11	99	3	99	96	99	17	11	98	93
50	COCCNC(=S)Nc1ccc([N+](=O)[O-])cc1C	-23	9	100	4	102	101	94	9	21	98	101
51	O=C(c1ccc2c(c1)OCO2)N1CCN(c2ncccn2)CC1	-5	3	?	18	?	?	?	.	8	?	?
52	Cc1cccc(C)c1NC(=O)C(NC(=O)c1ccccn1)c1ccccc1[N+](=O)[O-] (stereo not given)	3	15	101	21	104	101	106	0	18	102	99
53	Nc1c(C(=O)c2ccccc2)sc2c1c(=O)[nH]c(=O)n2-c1ccccc1	1	6	95	-1	99	96	101	.	15	99	99
54	CC1CN(CC(=O)c2c(N)n(Cc3ccccc3)c(=O)n(C)c2=O)CC(C)O1 (stereo not given)	-11	6	101	1	110	101	103	-17	11	100	98
55	CCOC(=O)c1cc2c(=O)n3ccccc3nc2n(Cc2ccco2)c1=NC(=O)c1cccnc1	-71	38	94	51*	95	96	98	-15	13	98	95
56	Cc1nc(NC(=O)c2ccc(F)cc2)sc1C(=O)Nc1ccc2c(c1)CCC2	-5	7	98	2	104	101	107	.	51	105	103

High-throughput results from PubChem BioAssay.
